From PubChem
Rtt109 Vps75: blocks Candida albicans Rtt109/Vps75 acetyltransferase activity | inhibition, % at 34.9 µM | 330,000 tested, 0.16% active | AID 540336 | purified Rtt109/Vps75, ThioGlo CoA-SH fluorescence, 4 h | Q5AAJ8;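 active means inhibition of at least 50% in every replicate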
Target sequence (Q5AAJ8 whole entry, looked up): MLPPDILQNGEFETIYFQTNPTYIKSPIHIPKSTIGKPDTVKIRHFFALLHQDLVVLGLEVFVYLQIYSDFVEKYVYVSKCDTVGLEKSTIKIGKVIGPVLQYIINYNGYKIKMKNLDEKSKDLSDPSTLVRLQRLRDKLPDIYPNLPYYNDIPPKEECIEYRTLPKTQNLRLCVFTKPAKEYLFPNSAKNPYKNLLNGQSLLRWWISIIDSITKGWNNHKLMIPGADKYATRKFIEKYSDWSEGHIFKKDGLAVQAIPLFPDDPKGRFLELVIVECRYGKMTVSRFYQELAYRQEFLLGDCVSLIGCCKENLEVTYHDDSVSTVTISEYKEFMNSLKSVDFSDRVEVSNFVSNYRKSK
CAL PDZ FP-1: blocks peptide binding to human CAL PDZ domain | 330,000 tested, 0.02% active | inhibition, % at 20 µM | AID 504414 | Q9HD26 | purified CAL PDZ, TMR-peptide fluorescence polarization, 1 h;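 active means highest replicate inhibition of at least 40%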;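 further: plate controls were DMSO neutral control wells for no effect and unlabeled competitor peptide control wells for full effect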
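Read-out basis: mP drop reported as inhibition | Assay system: Tagged CAL PDZ protein CerCALP, purified | Benchmarks: Unlabelled peptide for full inhibition, DMSO wells as neutral | Schedule: 1 h incubation at room temperature before polarization reading | Buffer or medium: Sodium phosphate/NaCl buffer pH 7.4 with TCEP, IgG, Thesit | Doses: Single point, 20 µM | Measured by: Fluorescence polarization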
dFosB act: enhances mouse delta FosB homodimer DNA binding; P13346; purified delta FosB, TAMRA-CDK5 oligo fluorescence polarization; percent of positive-control signal above neutral wells; activation, % at 25 µM; 340,000 tested, 0.99% active; AID 493131;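 active means mean activation above about 17%, with every replicate also reaching it, limit read from the data, passing the limit was not always enough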;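 further: fluorescence polarization rise as delta FosB binds a TAMRA Cdk5 AP-1 oligo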
Target sequence (P13346 whole entry, looked up): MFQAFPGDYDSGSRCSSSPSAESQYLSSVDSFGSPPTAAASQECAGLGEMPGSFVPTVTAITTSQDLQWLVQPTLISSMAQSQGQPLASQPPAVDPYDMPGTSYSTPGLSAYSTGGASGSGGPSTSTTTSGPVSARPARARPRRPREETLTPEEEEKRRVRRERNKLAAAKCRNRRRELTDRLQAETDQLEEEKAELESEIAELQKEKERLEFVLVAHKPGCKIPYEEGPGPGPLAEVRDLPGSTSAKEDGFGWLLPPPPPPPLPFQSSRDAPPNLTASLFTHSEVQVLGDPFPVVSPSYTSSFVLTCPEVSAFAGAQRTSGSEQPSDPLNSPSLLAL
SR-BI DiI inh: mouse SR-BI HDL lipid transfer inhibition; ldlA[mSR-BI] CHO cells, DiI-HDL uptake fluorescence, 3 h; Q61009; inhibition, % at 12.5 µM; AID 488896; 320,000 tested, 0.96% active;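 active means mean replicate inhibition of at least 70% and a set share of replicates each scoring 70 or more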;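 further: 0% = median of neutral control wells and 100% = median of positive control wells; values of inactives mirror those of a sister screen read the other way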
SR-BI uptake up: SR-BI HDL lipid transfer activation; CHO ldlA[mSR-BI] cells, DiI-HDL uptake fluorescence, 3 h; 100 = double the neutral-control signal; activation, % at 12.5 µM; 320,000 tested, 0.096% active; AID 504775;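 active means mean replicate activation of at least 60% and every replicate at or above 60%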;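 further: 0% = median plate neutral-control signal and 100% = twice that signal; values of inactives mirror those of a sister screen read the other way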
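Material: SR-BI-overexpressing, LDLR-lacking CHO cells | Dosing: Single compound concentration, delivered by pin transfer | Probe or stimulus: Labelled HDL, 10 µg/mL | Signal: Bottom-read cell fluorescence after medium removal, ex 550/em 595 nm | Schedule: 3 h, 37 °C | Evaluation: HDL uptake via cellular fluorescence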
PfHsp90 set2: growth inhibition of yeast expressing Plasmodium Hsp90. S. cerevisiae expressing PfHsp90, BacTiter-Glo ATP, 48 h; yeast lacking PDR1 and PDR3 efflux regulators. inhibition, % at 9.4 µM. 310,000 tested, 0.32% active. AID 504621;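 active means every replicate shows inhibition above about 80%, whatever the replicate mean, limit read from the data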;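 further: 0% = DMSO neutral controls and 100% = 20 µM radicicol positive controls; yeast relying on Plasmodium falciparum Hsp90 in place of its own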
MITF TRPM1 HTS: increases MITF-driven TRPM1 promoter luciferase signal; SK-MEL-5 TRPM1-promoter luciferase, 24 h; % of positive control, neutral wells = 0; activation, % at 12.5 µM; 300,000 tested, 0.75% active;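 active means mean activation of at least 80% with every replicate also reaching 80%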;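 further: 0% = neutral control wells and 100% = parthenolide positive control wells; values of inactives mirror those of a sister screen read the other way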
PvdQ acylase: P. aeruginosa PvdQ acylase inhibition. inhibition, % at 10 µM. purified PvdQ acylase, fluorescence plate reader. 340,000 tested, 0.063% active; in the data active means inhibition above about 30%, passing the limit was not always enough;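 further: 0% = vehicle neutral wells and 100% = reference inhibitor wells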
CAL PDZ FP-2: CAL PDZ (human) peptide binding inhibition. Q9HD26. purified CAL PDZ, TMR-peptide fluorescence polarization, 1 h. inhibition, % at 24.9 µM. 300,000 tested, 0.92% active. AID 602252;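 active means mean inhibition of at least 30% with at least half of replicates also reaching 30%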;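 further: 0% = DMSO neutral control and 100% = excess unlabeled competitor peptide PRC23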
NSD2 HMT inh: NSD2 (human) methyltransferase inhibition; O96028; NSD2 peptide methylation, AlphaScreen, 120 min; inhibition, % at 12.5 µM; 310,000 tested, 0.54% active; in the data active means inhibition above about 50%
* hit, by the source's call; x = not tested or not shown.

SMILES | Rtt109 Vps75 | CAL PDZ FP-1 | dFosB act | SR-BI DiI inh | SR-BI uptake up | PfHsp90 set2 | MITF TRPM1 HTS | PvdQ acylase | CAL PDZ FP-2 | NSD2 HMT inh
CCOc1ccc2nc(NC(=O)C(CC)Sc3nc(C)cc(=O)[nH]3)sc2c1 (configuration not stated) | 11 | -0.3 | -5 | 8 | -8 | x | 36 | 10 | -3 | 3
Cc1ccc(CSCC(=O)Nc2ccc3c(c2)OCO3)cc1 | 2 | -1.2 | -5 | -11 | 11 | x | -8 | 7 | -1 | 2
O=C(Nc1cccnc1)c1ccc(N2CCOCC2)c([N+](=O)[O-])c1 | 0 | -1.6 | 10 | 12 | -12 | -1 | 6 | 2 | 1 | 0
COc1ccc(OC)c(/C=N/NC(=O)Cc2nc3ccccc3[nH]2)c1 | -3 | 0.1 | -5 | -7 | 7 | -3 | -2 | 10 | -3 | -2
CCOc1ccc(N(CC(=O)NC2CCCCC2)S(=O)(=O)c2ccccc2)cc1 | -13 | -2.4 | -3 | x | x | -11 | 10 | 4 | 0 | -6
N#CC1(c2ccc(NC(=O)c3ccccc3)cc2)CCCC1 | -10 | -1.0 | -3 | 21 | -21 | -78 | 40 | -11 | -5 | x
O=C(CCS(=O)(=O)c1ccccc1)Nc1ncc([N+](=O)[O-])s1 | 20 | -2.5 | -10 | 1 | -1 | 6 | 0 | 10 | 1 | 5
CCO[C@@H]1OC(C(=O)NC2CC2)=C[C@H](c2ccc3c(c2)OCO3)[C@H]1CCCO | -8 | -0.1 | 3 | -21 | 21 | -1 | -3 | 6 | 5 | x
O=C(NCCCN1CCCC1=O)c1ccc(CNS(=O)(=O)c2ccc(F)cc2)cc1 | -7 | -4.7 | -3 | 3 | -3 | 15 | 13 | -7 | 5 | 1
Cc1c(N2C(=O)CSC2c2ccc(F)cc2)c(=O)n(-c2ccccc2)n1C (configuration not stated) | -21 | 0.8 | -1 | 2 | -2 | -15 | x | -9 | -5 | x
COc1ccccc1/C=C/C=C1\Oc2c(ccc(O)c2CN2CCN(CCO)CC2)C1=O | -55 | -0.3 | -4 | -13 | 13 | -5 | 23 | 14 | -7 | 6
CCN(C(=O)c1cc(S(=O)(=O)N2CCOCC2)cn1C)c1cccc(C)c1 | -4 | 0.4 | 3 | -9 | 9 | -12 | x | 4 | x | x
O=C(O)c1cccc(N/N=C/c2cc(Br)cc(Br)c2O)c1 | 18 | -0.2 | -2 | x | x | 110* | 21 | 9 | -2 | 4
CCC(C)N(C(=O)COC(=O)C1CCN(S(=O)(=O)c2ccc(C)c(C)c2)CC1)C1CCS(=O)(=O)C1 (configuration not stated) | 18 | -2.6 | -9 | 42 | -42 | -1 | 0 | 8 | -1 | 2
Cc1ncsc1CCSc1nc2ccccc2c(=O)n1C | 16 | -3.3 | -30 | 31 | -31 | -16 | -7 | 6 | 3 | -1
COc1cc2c(-c3ccccc3O)nc3c(c(C)nn3-c3ccccc3)c2cc1OC | 5 | -1.0 | -4 | 6 | -6 | -1 | -2 | -6 | -3 | 0
CCOc1ccc(C2OC(=O)Cc3cc(OC)c(OC)cc32)cc1 (configuration not stated) | 11 | -1.7 | -3 | -14 | 14 | 31 | -7 | -10 | -6 | x
CN(C)C(=O)CSc1nnc(CCCCCNC(=O)OC(C)(C)C)o1 | x | -0.6 | 2 | 1 | -1 | x | x | 12 | -4 | -2
CC(=O)c1ccc(N2CCN(C(=O)Nc3ccc(Cl)cc3)CC2)cc1 | -11 | -2.1 | -3 | 29 | -29 | -8 | -4 | 0 | 2 | -2
CSc1ncccc1C(=O)OCC(=O)Nc1ccc2c(c1)OCO2 | 0 | 0.4 | -1 | 3 | -3 | -8 | 15 | 5 | x | 0
CC(C)C1C(c2ccccc2)N(C)C(c2ccccc2)CC1(O)c1ccccc1 (configuration not stated) | -1 | -2.5 | 1 | -22 | 22 | 33 | 10 | -6 | x | -3
CCOC(=O)CSc1nc2sccc2c(=O)[nH]1 | 6 | -1.2 | 2 | 1 | -1 | -10 | 7 | -10 | -3 | -2
CNC(=O)N(O)C1N(/N=C/c2ccccc2F)C(=S)SC1(C)C (configuration not stated) | -1 | -1.8 | 1 | -15 | 15 | 5 | x | -3 | 10 | 0
Cc1noc(C)c1S(=O)(=O)NCC(=O)O | -1 | -1.0 | -8 | -33 | 33 | x | -6 | -11 | 2 | 0
NC(=O)CC[C@H](NC(=O)c1ccc(Cl)cc1)C(=O)NNC(=O)COc1cccc(Br)c1 | 2 | -0.6 | -4 | -4 | 4 | -1 | -1 | -13 | -6 | -1

(list continues)
SMILES | Rtt109 Vps75 | CAL PDZ FP-1 | dFosB act | SR-BI DiI inh | SR-BI uptake up | PfHsp90 set2 | MITF TRPM1 HTS | PvdQ acylase | CAL PDZ FP-2 | NSD2 HMT inh
COc1ccc(Cl)cc1NC(=S)NCCc1ccc(S(N)(=O)=O)cc1 | -8 | x | -6 | 53 | -53 | -17 | -13 | -17 | 5 | -6
CN1CCCN(C(=O)CNC(=O)Cc2ccccc2)CC1 | -25 | -0.7 | -3 | 2 | -2 | -4 | -9 | 0 | -3 | 1
C/C(=C\C(=S)Nc1ccccc1)Nc1ccccc1 | -2 | 0.4 | 2 | -20 | 20 | -24 | -1 | 3 | -3 | 1
CCOC(=O)c1ccc(NC(=O)NNC(=O)CCc2ccc(OC)cc2)cc1 | 23 | -3.8 | 7 | -5 | 5 | 10 | -1 | 8 | 0 | -4
CCCN(Cc1ccccc1)C(=S)Nc1ccc(F)cc1 | 2 | 0.1 | -2 | -6 | 6 | -17 | 6 | 1 | x | -4
O=C(NCc1ccc(F)cc1)c1ccc2c(c1)S(=O)(=O)c1ccccc1C2=O | -4 | 0.6 | -7 | 0 | 0 | 12 | -4 | -13 | -4 | x
CC(C)Oc1nnnn1-c1ccccc1 | 16 | -0.1 | -5 | 10 | -10 | -2 | 6 | -11 | 0 | -2
CCCC(=O)Nc1cc(OC)c(NC(=S)Nc2ccc(CC)cc2)cc1OC | -9 | 1.7 | -11 | 22 | -22 | -5 | x | 9 | -1 | 8
COc1ccc(C)cc1NC(=O)NCc1ccco1 | -3 | -0.3 | -3 | 4 | -4 | 6 | 4 | -6 | x | -1
Cc1oc2c(CN3CCOCC3)c(O)ccc2c(=O)c1-c1ccc(Cl)cc1 | 5 | -2.6 | -9 | -10 | 10 | -17 | -17 | 10 | -4 | 0
COc1ccc(CN2C[C@]3(CO)O[C@@H](CO)C[C@@H]3S2(=O)=O)cc1 | -2 | 1.2 | 0 | -30 | 30 | 28 | 3 | -11 | 3 | x
CCOc1ccc(C2CC(c3ccc(CC)cc3)n3nc(N)nc3N2)cc1 (configuration not stated) | 1 | 0.0 | 0 | 6 | -6 | -11 | -1 | 4 | -2 | x
CCCS(=O)(=O)Nc1cc(C(F)(F)F)ccc1OCCOC | -14 | 0.7 | -2 | 6 | -6 | -16 | x | -11 | -1 | -3
COc1cc2c(cc1OC)[C@@H](NC(=O)COc1ccccc1)[C@H](OCc1ccccc1)C2 | -10 | -2.1 | -1 | 6 | -6 | -6 | 12 | -16 | -11 | x
CCOC(=O)C1CCN(S(=O)(=O)c2cccc(-c3csc(C)n3)c2)CC1 | -4 | x | 3 | 1 | -1 | 1 | -8 | 1 | 6 | -1
O=C(Nc1ccc2nc(-c3cccnc3)[nH]c2c1)C1CCCCC1 | -28 | x | 6 | 14 | -14 | -1 | 54 | -17 | -9 | 1
O=C(N[C@H]1C/C=C\C[C@@H](CC(=O)N(CCO)Cc2ccccc2)C(=O)N[C@H](Cc2c[nH]c3ccccc23)COC1=O)OCC1c2ccccc2-c2ccccc21 | -2 | 0.4 | 6 | 0 | 4 | -10 | -18 | -6 | -2 | x
Cc1ccc(S(=O)(=O)N(C)C)cc1NC(=O)c1cc(=O)c2ccccc2o1 | 14 | -2.7 | -4 | 5 | -5 | 18 | 3 | 5 | -3 | -1
CCOC(=O)C1=C(CBr)NC(=O)NC1C (configuration not stated) | 3 | -6.8 | -6 | -1 | 1 | -20 | 4 | -4 | 0 | 36

Some of these compounds in order of molecular weight, low to high.
SMILES | Rtt109 Vps75 | CAL PDZ FP-1 | dFosB act | SR-BI DiI inh | SR-BI uptake up | PfHsp90 set2 | MITF TRPM1 HTS | PvdQ acylase | CAL PDZ FP-2 | NSD2 HMT inh
CC(C)Oc1nnnn1-c1ccccc1 | 16 | -0.1 | -5 | 10 | -10 | -2 | 6 | -11 | 0 | -2
COc1ccc(C)cc1NC(=O)NCc1ccco1 | -3 | -0.3 | -3 | 4 | -4 | 6 | 4 | -6 | x | -1
CCCN(Cc1ccccc1)C(=S)Nc1ccc(F)cc1 | 2 | 0.1 | -2 | -6 | 6 | -17 | 6 | 1 | x | -4

Single records, as listed above:
COc1ccc(OC)c(/C=N/NC(=O)Cc2nc3ccccc3[nH]2)c1 is listed with Rtt109 Vps75: -3; CAL PDZ FP-1: 0.1; dFosB act: -5; SR-BI DiI inh: -7; SR-BI uptake up: 7; PfHsp90 set2: -3; MITF TRPM1 HTS: -2; PvdQ acylase: 10; CAL PDZ FP-2: -3; NSD2 HMT inh: -2
COc1cc2c(cc1OC)[C@@H](NC(=O)COc1ccccc1)[C@H](OCc1ccccc1)C2 is listed with Rtt109 Vps75: -10; CAL PDZ FP-1: -2.1; dFosB act: -1; SR-BI DiI inh: 6; SR-BI uptake up: -6; PfHsp90 set2: -6; MITF TRPM1 HTS: 12; PvdQ acylase: -16; CAL PDZ FP-2: -11; NSD2 HMT inh: x

The order is random. About 4.3% of those tested had a hit in this group.
